# Source: PubChem (Broad Institute)
# PglD DTNB: C. jejuni PglD acetyltransferase inhibitors, primary screen, biochemical, DTNB colorimetric, single point | purified PglD enzyme, DTNB colorimetric CoA detection | inhibition, % at 12.5 µM | hit rate 0.098% among 360,000; in the data active means inhibition above about 16%, passing the limit was not always enough; inconclusive means no clear call, values can overlap the other calls; further: strong numbers were not always called active
# E-sel inducer: E-selectin induction in HUVECs, primary screen, imaging, HUVEC, immunofluorescence imaging, single point; AID 686992, 2013; hit rate 0.37% among 260,000; P16581; activation, % at 7.58 µM; normalized: neutral wells 0, TNF-alpha wells 100;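 active means mean E-selectin-positive cell signal at least 10% of the positive control, reached in at least 60% of replicates, without over 20% cell loss; inconclusive means no rule given, readout overlaps actives, possibly toxicity-flagged; inactive means the rest, including those meeting only one limit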;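 further: in these data hits start at about 27%; measured in HUVEC primary endothelial cells; signal is the percent of cells scored E-selectin positive by PE staining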
# Target sequence (P16581 whole entry, looked up): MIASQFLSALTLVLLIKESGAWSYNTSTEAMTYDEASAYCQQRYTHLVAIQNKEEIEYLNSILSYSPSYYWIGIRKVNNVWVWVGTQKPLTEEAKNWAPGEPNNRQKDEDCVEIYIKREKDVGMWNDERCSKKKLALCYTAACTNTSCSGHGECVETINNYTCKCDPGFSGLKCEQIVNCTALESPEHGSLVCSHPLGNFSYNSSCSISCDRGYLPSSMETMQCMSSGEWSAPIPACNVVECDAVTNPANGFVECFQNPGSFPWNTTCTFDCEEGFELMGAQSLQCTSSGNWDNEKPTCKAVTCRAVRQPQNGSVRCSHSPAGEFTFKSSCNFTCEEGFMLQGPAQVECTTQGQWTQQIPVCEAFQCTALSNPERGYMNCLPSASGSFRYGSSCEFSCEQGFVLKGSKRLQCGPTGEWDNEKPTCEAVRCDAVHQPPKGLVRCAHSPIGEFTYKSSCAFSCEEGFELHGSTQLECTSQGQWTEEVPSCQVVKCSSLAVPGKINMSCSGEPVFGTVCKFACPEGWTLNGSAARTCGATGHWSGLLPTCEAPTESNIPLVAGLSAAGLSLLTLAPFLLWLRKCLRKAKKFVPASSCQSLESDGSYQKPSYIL
#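 Assay system: HUVEC, human umbilical vein endothelial cells / Amount: 3,000 HUVEC/well / Controls: TNF-alpha positive control, DMSO neutral control / Compound dosing: single concentration / Medium: EGM-2 over gelatin coat / Evaluation: percent E-selectin-positive cells / Signal: immunofluorescence imaging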
# DENV2 CPE rescue: inhibitors of DENV2 cytopathic effect, primary screen, cell-based, plate reader, single concentration; hit rate 1.7% among 350,000; DENV2-infected cells, cytopathic effect rescue; CPE inhibition, % at 9.99 µM; in the data active means CPE inhibition above about 20%, passing the limit was not always enough; inconclusive means no clear call, values can overlap the other calls; tested in BHK-21 cells;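 further: 0% = median of neutral control wells and 100% = median of positive control wells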
# S100A4 MyoIIA: inhibitors of S100A4-myosin IIA peptide binding, primary screen, biochemical, fluorescence polarization, TAMRA-MyoIIA peptide. inhibition, % at 10.7 µM. hit rate 0.14% among 360,000;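 active means mean inhibition of at least 70% across replicates, with every replicate also reaching that level; inconclusive means mean inhibition reaches 70% but some replicates fall short; inactive means mean inhibition below 70%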
# Target sequence (P26447 whole entry, looked up): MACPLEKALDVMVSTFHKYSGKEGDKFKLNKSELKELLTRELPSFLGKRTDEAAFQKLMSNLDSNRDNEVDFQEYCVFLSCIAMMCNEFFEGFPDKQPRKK
#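 assay system = human S100A4 monomer with TAMRA-labelled myosin IIA peptide | also added = labelled myosin peptide probe, 5 nM | incubation = 5 min between mix addition and reading | control set = DMSO and TFP controls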
# ERp5 block: inhibitors of ERp5-driven insulin aggregation, primary screen, biochemical, turbidity, absorbance 650 nm, single point. Protein disulfide-isomerase A6 (Homo sapiens), Q15084. 90 min. inhibition, % at 9.99 µM. hit rate 0.05% among 350,000. AID 651711, 2012;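 active means mean replicate inhibition above about 25%, with every replicate also reaching it, limit read from the data, passing the limit was not always enough; inconclusive means only one of those two criteria met; inactive means neither criterion met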
# SIRT5 inh: SIRT5 desuccinylase inhibitors, primary screen, biochemical, fluorescence imaging, single point, set 5; inhibition, % at 15 µM; Purified SirT5, succinyl-peptide AMC, trypsin-coupled fluorescence; NAD-dependent protein deacylase sirtuin-5, mitochondrial (Homo sapiens), Q9NXA8; hit rate 1.1% among 330,000; AID 652115, 2013; in the data active means inhibition above about 15%; inconclusive means no clear call, values can overlap the other calls
# Target sequence (Q9NXA8 whole entry, looked up): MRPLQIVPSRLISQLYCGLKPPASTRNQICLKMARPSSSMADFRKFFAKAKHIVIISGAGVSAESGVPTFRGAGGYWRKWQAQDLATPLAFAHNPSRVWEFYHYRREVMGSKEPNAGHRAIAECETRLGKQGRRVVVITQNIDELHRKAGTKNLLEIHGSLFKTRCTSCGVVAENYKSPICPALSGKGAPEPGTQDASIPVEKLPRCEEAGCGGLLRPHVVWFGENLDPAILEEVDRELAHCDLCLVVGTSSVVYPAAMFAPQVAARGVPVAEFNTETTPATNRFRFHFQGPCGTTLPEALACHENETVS
# Statin myotox sup: suppressors of statin myotoxicity in C2C12 myotubes, primary screen, cell-based, single point, plate reader | hit rate 0.78% among 330,000 | C2C12 myotubes + simvastatin, ATP luminescence, 48 h; scaled: DMSO 0, geranylgeraniol control 100 | rescue of ATP level, % at 7.49 µM;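 active means mean ATP rescue above about 67%, or every replicate alone reaching that limit, limit read from the data, passing the limit was not always enough; inconclusive means no clear call, values can overlap the other calls; inactive means mean under the limit and some replicate under it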;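 further: myotubes were challenged with 10 µM simvastatin during compound exposure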
# * marks the source's active call; other numbers are inactive results; ? = inconclusive; · = not tested or not shown.
# A first look:
no. | mol | ERp5 block | E-sel inducer | SIRT5 inh | PglD DTNB | DENV2 CPE rescue | Statin myotox sup | S100A4 MyoIIA
1 | CCC(C)[C@H](NC(=O)N1CCn2c1nc1ccccc12)C(=O)NCc1ccccc1 (stereo not given in full) | 0 | · | 3 | 3 | 9 | -1 | 2
2 | CCOc1ccccc1CN1CCN(C2CCOCC2)CC1CCO (stereo not given) | 3 | · | -4 | 1 | 4 | 4 | -6

# The listing, from the first entry:
no. | mol | ERp5 block | E-sel inducer | SIRT5 inh | PglD DTNB | DENV2 CPE rescue | Statin myotox sup | S100A4 MyoIIA
1 | CCC(C)[C@H](NC(=O)N1CCn2c1nc1ccccc12)C(=O)NCc1ccccc1 (stereo not given in full) | 0 | · | 3 | 3 | 9 | -1 | 2
2 | CCOc1ccccc1CN1CCN(C2CCOCC2)CC1CCO (stereo not given) | 3 | · | -4 | 1 | 4 | 4 | -6
3 | COc1ccc(CN2C[C@H](C)[C@@H](CC(=O)NCc3ccccc3)C2=O)cc1 | -3 | 0.0 | 3 | -1 | -12 | -5 | -11
4 | O=C(c1cnn2ccccc12)N1CCN(C2CCCCC2)CC1 | -3 | 0.2 | -2 | -4 | 5 | -1 | 0
5 | CCC(=O)Nc1ccc2c(c1)OC[C@H](C)NC[C@@H](C)[C@@H](OC)CN(C)C2=O | 6 | 0.0 | -4 | -1 | 6 | 2 | -7
6 | O=C(NC[C@H]1CC[C@H]2[C@H](CN2C(=O)C2CCOCC2)O1)c1cccnc1 | 0 | · | -4 | · | ? | · | -1
7 | O=C(Nc1ccccc1)c1ccc(NC(=O)C2CC2)cc1 | -23 | -0.1 | 1 | -2 | 0 | -20 | 2
8 | NC(=O)c1cc(NC(=O)CCNS(=O)(=O)c2cccc(C(F)(F)F)c2)cc(C(N)=O)c1 | -5 | · | 0 | -7 | 0 | 0 | 7
9 | Cc1ccc(-c2ccc([C@@H]3[C@@H](CO)N4C(=O)CN(C(=O)c5ccncc5)C[C@H]34)cc2)cc1 | 1 | 0.4 | -6 | · | -2 | · | 2
10 | Cc1ccc(S(=O)(=O)Nc2ccc3cn[nH]c3c2)c(C)c1 | -11 | · | -2 | 3 | -6 | -3 | 2
11 | CCN(Cc1ccncc1)C(=O)CC1C(=O)NCCN1Cc1ccc(F)c(F)c1 (stereo not given) | 1 | · | -3 | · | -2 | · | -2
12 | C[C@H]1CN([C@@H](C)CO)C(=O)Cc2cc(NS(=O)(=O)c3ccc(F)cc3)ccc2O[C@H]1CN(C)C(=O)Nc1ccc(C(F)(F)F)cc1 | 7 | 0.0 | 0 | -1 | -4 | -3 | -8
13 | CCOC(=O)c1c(N)sc(C(O)(C(F)(F)F)C(F)(F)F)c1-c1ccc(F)cc1 | · | 2.2 | · | -2 | · | 4 | ·
14 | CCN1CCN(C(CNC(=O)c2ccc3c(c2)OCO3)c2cccnc2)CC1 (stereo not given) | -1 | · | -1 | 1 | -7 | -3 | -3
15 | Cc1ccc(C(=O)Nc2cccnc2)cc1Cl | 2 | · | -1 | -4 | 0 | 10 | -9
16 | Cc1ccc(S(=O)(=O)N(CCC(=O)N2CCOCC2)c2ccccc2)cc1 | 0 | -0.8 | -5 | · | 0 | · | -2

# Some values from the results shown:
# Under SIRT5 inh, compound 11 is listed with -3
# Under SIRT5 inh, compound 9 is listed with -6

# Other entries:
no. | mol | ERp5 block | E-sel inducer | SIRT5 inh | PglD DTNB | DENV2 CPE rescue | Statin myotox sup | S100A4 MyoIIA
17 | CC[C@]1(C(=O)OC)[C@H]2C(=O)N(Cc3ccccc3)C(=O)[C@H]2[C@H]2CN=C(SCC(=O)c3ccccc3)N21 | -2 | 4.7 | 0 | 6 | 1 | 20 | 2
18 | C[C@H](CO)N1C[C@H](C)[C@H](CN(C)C(=O)CN(C)C)Oc2cc(-c3cncnc3)ccc2S1(=O)=O | -1 | 0.3 | 1 | -2 | ? | 6 | -6
19 | O=[N+]([O-])c1ccc(N2CCN(CC(O)COc3ccccc3)CC2)cc1 (stereo not given) | -1 | · | -3 | · | -1 | · | 1
20 | Cc1onc(-c2c(F)cccc2Cl)c1C(=O)OCC(=O)NC1CC1 | -3 | 4.9 | -4 | · | -3 | · | 1
21 | CC(C)C(=O)N1CCc2cc(-c3csc(N)n3)ccc21 | 2 | · | 1 | -4 | 0 | 3 | -9
22 | CC1CCN(C(=O)CSc2nc(C(C)C)nc3c2c(=O)n(C)c(=O)n3C)CC1 | 6 | -4.5 | 0 | -2 | -5 | 2 | -6
23 | N#C/C(C(=S)Nc1ccccc1)=C1/NN=C(N2CCOCC2)N1c1ccccc1 | 3 | · | 1 | 4 | 2 | 13 | 3
24 | CCCCOC(=O)N1CCOCCOCCOCCOCC1 | 1 | -0.1 | 1 | · | -9 | · | -4

# Exported with values under each structure: entries from further up
# Values in the order: ERp5 block	E-sel inducer	SIRT5 inh	PglD DTNB	DENV2 CPE rescue	Statin myotox sup	S100A4 MyoIIA
(18) C[C@H](CO)N1C[C@H](C)[C@H](CN(C)C(=O)CN(C)C)Oc2cc(-c3cncnc3)ccc2S1(=O)=O
  -1	0.3	1	-2	?	6	-6
(19) O=[N+]([O-])c1ccc(N2CCN(CC(O)COc3ccccc3)CC2)cc1 (stereo not given)
  -1	·	-3	·	-1	·	1

# Later entries.
no. | mol | ERp5 block | E-sel inducer | SIRT5 inh | PglD DTNB | DENV2 CPE rescue | Statin myotox sup | S100A4 MyoIIA
25 | C[C@H]1CN([C@@H](C)CO)C(=O)c2cccc(NC(=O)Nc3cccc4ccccc34)c2O[C@H]1CN(C)C(=O)Nc1cccc2ccccc12 | 5 | -0.2 | 2 | 1 | 0 | · | 4
26 | Cc1nn(S(=O)(=O)c2ccc(Cl)cc2)c(C)c1S(=O)(=O)N1CCOCC1 | 3 | · | -3 | -1 | 19 | -1 | 6
27 | Cc1cc(=O)c(C(=O)O)nn1-c1cccc(C(F)(F)F)c1 | 3 | 0.1 | 2 | -1 | 0 | -3 | -1
28 | C[C@H]1CN([C@@H](C)CO)C(=O)c2cc(C#CCN(C)C)cnc2O[C@H]1CN(C)S(=O)(=O)c1cn(C)cn1 | 1 | 0.4 | 1 | 1 | 8 | 15 | -8
29 | C[C@@H](NC(=O)[C@H]1N[C@H]2c3ccc(C4=CCCC4)c(=O)n3C[C@H]2[C@@H]1CO)c1ccccc1 | 4 | -0.1 | 4 | -2 | 2 | -33 | 0
30 | CC(C)NC(=O)Nc1ccc2c(c1)CC(=O)N([C@@H](C)CO)C[C@@H](C)[C@H](CN(C)Cc1ccc(C(=O)O)cc1)O2 | -1 | 5.7 | -3 | -2 | ? | 0 | -5
31 | CC(=O)N(C)C[C@@H]1Oc2ncc(-c3cncnc3)cc2C(=O)N([C@@H](C)CO)C[C@@H]1C | -5 | 0.2 | -4 | 0 | ? | -6 | -1
32 | C[C@@H]1CN([C@@H](C)CO)C(=O)c2cc(NC(=O)Cn3cnnn3)ccc2O[C@@H]1CN(C)CC1CCCCC1 | 6 | -0.4 | -4 | 9 | · | 9 | 3

# Part of the list above, showing only SIRT5 inh.
no.	Molecule	SIRT5 inh
25	C[C@H]1CN([C@@H](C)CO)C(=O)c2cccc(NC(=O)Nc3cccc4ccccc34)c2O[C@H]1CN(C)C(=O)Nc1cccc2ccccc12	2
26	Cc1nn(S(=O)(=O)c2ccc(Cl)cc2)c(C)c1S(=O)(=O)N1CCOCC1	-3
27	Cc1cc(=O)c(C(=O)O)nn1-c1cccc(C(F)(F)F)c1	2
28	C[C@H]1CN([C@@H](C)CO)C(=O)c2cc(C#CCN(C)C)cnc2O[C@H]1CN(C)S(=O)(=O)c1cn(C)cn1	1
29	C[C@@H](NC(=O)[C@H]1N[C@H]2c3ccc(C4=CCCC4)c(=O)n3C[C@H]2[C@@H]1CO)c1ccccc1	4
30	CC(C)NC(=O)Nc1ccc2c(c1)CC(=O)N([C@@H](C)CO)C[C@@H](C)[C@H](CN(C)Cc1ccc(C(=O)O)cc1)O2	-3

# The list goes on.
no. | mol | ERp5 block | E-sel inducer | SIRT5 inh | PglD DTNB | DENV2 CPE rescue | Statin myotox sup | S100A4 MyoIIA
33 | CC(=NNC(=S)N1CCC1)c1ccccn1 | -3 | -0.4 | 1 | · | -8 | · | -2
34 | CC(C)CC#Cc1ccc2c(c1)O[C@H](CN(C)Cc1cccc(F)c1)[C@@H](C)CN([C@@H](C)CO)S2(=O)=O | -6 | · | -2 | -5 | 8 | · | -3
35 | COc1ccccc1OCCCCN1CCC(C)CC1 | 3 | · | -5 | -3 | -3 | -1 | -5
36 | O=S1(=O)CC(N2CCN(Cc3ccccc3F)CC2)CN1Cc1cn(Cc2ccccc2)nn1 (stereo not given) | 0 | ? | 2 | · | -2 | · | 10
37 | COc1ccc(-c2ccc([C@H]3[C@H](CO)N4C(=O)CN(C(=O)c5cccnc5)C[C@@H]34)cc2)cc1 | -6 | 0.4 | 0 | · | 6 | · | -11
38 | CC(C)c1ccc(/C=C/C(=O)NC(=S)Nc2ccc(CN3CCOCC3)cc2)cc1 | 6 | · | 0 | · | 7 | · | -6
39 | Cc1ccc(S(=O)(=O)N2CCC[C@H]2C(=O)Oc2ccccc2)cc1 | 2 | 0.0 | · | · | ? | · | 0
40 | CCC1=Nc2cc(C(=O)NCCN3CCCC3)ccc2Sc2ccc(C)cc21 | -1 | · | -2 | -2 | ? | 3 | -9
41 | COc1cccc(C2CC(c3ccc(Cl)cc3)Nc3nc(N)nn32)c1 (stereo not given) | -5 | 0.0 | · | 3 | -2 | 16 | -1
42 | CCOc1ccc(C(=O)Nc2ccccc2OC(F)F)cc1 | -8 | -0.1 | -9 | -3 | -4 | 0 | -6
43 | C[C@H]1CN([C@@H](C)CO)C(=O)c2cccc(NC(=O)C3CCCCC3)c2O[C@H]1CN(C)C(=O)Nc1ccccc1 | 3 | -0.3 | 1 | 3 | 5 | -36 | 4
44 | CC(=O)Nc1ccc(CC(=O)Nc2ccc3c(c2)OC2(CCCC2)O3)cc1 | 4 | -0.1 | -5 | 1 | ? | -1 | 6
45 | O=C(NCC[C@H]1CC[C@@H](NS(=O)(=O)Cc2ccccc2)[C@@H](CO)O1)C1CC1 | 1 | 0.1 | -8 | 1 | 5 | 0 | 7
46 | CCN(CC(=O)Nc1c(F)cccc1F)C(=O)c1cc2c(cc1Cl)N1CCCCCC1=NS2(=O)=O | 0 | · | -3 | · | -6 | · | -2
47 | CCOC(=O)[C@]12CCC=C1N(Cc1ccc3c(c1)OCO3)C(=O)[C@H](CC(=O)N1CCOCC1)C2 | 2 | 1.3 | -2 | · | -4 | · | 1
48 | CCOC(=O)c1c(NC(=O)c2ccco2)sc2c1CCCC2 | · | 2.3 | · | 8 | · | 5 | ·
49 | CN(C)CC(=O)Nc1ccc2c(c1)[C@H]1C[C@@H](CC(=O)NCc3cc(F)ccc3F)O[C@@H](CO)[C@H]1O2 | 3 | -0.7 | -1 | 4 | 3 | -1 | 1
50 | COc1ccc(NC(=O)CN(C)C(=O)c2cc3c(s2)CCCCC3)cc1 | 2 | -0.2 | -5 | -6 | 3 | -5 | -13
51 | CN(C)c1ccc(CNC(=O)c2cc(S(=O)(=O)N3CCOCC3)cn2C)cc1 | -1 | · | 4 | 2 | -1 | 0 | 8
52 | O=C(NCCc1ccccc1)c1cccc(NC(=O)C2CCCCC2)c1 | 3 | 0.0 | 3 | -1 | 1 | 4 | 1
53 | Cc1ccc(C(=O)Nc2nnc(S(=O)(=O)N3CCOCC3)s2)cc1 | 2 | 0.6 | -2 | 0 | 2 | 20 | -10
54 | COc1ccc(NC(=O)CN(C)S(=O)(=O)c2cnc[nH]2)cc1 | 0 | 0.5 | 0 | 1 | 4 | 8 | 14

# The list is partial; the hit share may differ from the screen's.
